# GlmU inhibition = inhibition of mycobacterial GlmU enzyme – biochemical, glucosamine-1-phosphate acetyltransferase (AID 1376); M. tuberculosis GlmU acetyltransferase enzyme assay; higher % means a stronger effect; one-dose inhibition, %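 (tested at 30 µM in the primary screen)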; IC50 in µM for titrated hits; 220,000 tested, 0.25% active; in the data active means inhibition above about 13%; inconclusive means no clear call, values can overlap the other calls;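 further: 0% = complete reaction with vehicle and 100% = reaction without substrate; strong numbers were not always called active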
# RmlCD inh 1536 = M. tuberculosis RmlC/RmlD inhibition | AID 1533 | inhibition, % at 3.6 µM | 160,000 tested, 0.03% active | RmlC+RmlD coupled enzyme assay, percent inhibition; primary screen in compound mixtures; in the data active means inhibition mostly above about 34%, no sharp cut-off; inconclusive means no clear call, values can overlap the other calls; inactive means mostly below about 22%; further: some results filed as inactive read as strong as hits
# Target sequence (P9WH09 whole entry, looked up): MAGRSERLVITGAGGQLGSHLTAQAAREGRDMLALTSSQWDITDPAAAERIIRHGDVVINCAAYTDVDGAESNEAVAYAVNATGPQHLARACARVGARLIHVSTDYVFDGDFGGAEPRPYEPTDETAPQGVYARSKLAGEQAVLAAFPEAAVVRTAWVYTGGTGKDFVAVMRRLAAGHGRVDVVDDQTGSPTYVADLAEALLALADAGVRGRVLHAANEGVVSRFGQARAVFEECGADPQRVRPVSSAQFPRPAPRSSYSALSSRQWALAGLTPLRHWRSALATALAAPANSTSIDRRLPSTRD
# Target sequence (P9WH11 whole entry, looked up): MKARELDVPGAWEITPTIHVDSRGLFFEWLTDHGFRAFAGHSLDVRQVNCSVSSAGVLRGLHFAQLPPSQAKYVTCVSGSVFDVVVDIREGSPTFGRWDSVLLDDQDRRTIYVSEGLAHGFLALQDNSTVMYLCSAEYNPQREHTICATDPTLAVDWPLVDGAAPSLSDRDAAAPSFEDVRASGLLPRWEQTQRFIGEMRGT
# * hit, by the source's call; ? = inconclusive; / = no result given. Some of the compounds tested; the hit share may differ from the screen's.
No.	Compound	GlmU inhibition	RmlCD inh 1536
1	CCCCCCCCn1c2c(c(=N)c3ccccc31)CCC2	-10%	-6
2	CCOc1ccc(N(CC(=O)N2CC=C(c3ccccc3)CC2)S(=O)(=O)c2c(C)noc2C)cc1	-4.2%	/
3	CC(OC(=O)CNC(=O)C12CC3CC(CC(C3)C1)C2)C(=O)Nc1ccc(S(N)(=O)=O)cc1 (stereo not given)	-2.5%	-10
4	Cc1ccc(C(=O)NNC(=O)c2cccc(S(=O)(=O)N3CCN(c4ccccc4)CC3)c2)cc1	-3.4%	4
5	Cc1cccc(C(=O)N2CCC(Cc3ccccc3)CC2)c1[N+](=O)[O-]	-0.1%	12
6	O=C(COC(=O)Cc1ccc(Cl)cc1Cl)Nc1ccccc1OC(F)F	-1.1%	-9
7	CC(C)(C)N(NC(=O)Nc1ccc(Cl)c(Cl)c1)C(=O)c1ccccc1	-3.8%	/
8	COc1ccc(S(=O)(=O)N(C)C)cc1NS(=O)(=O)c1ccc(F)c(F)c1F	-0.1%	/
9	c1ccc2c(c1)NC1(CCCCC1)n1c-2nc2ccccc21	3.6%	/
10	CCC1(C)CC(CCN(Cc2ccco2)C(C)=O)(c2ccccc2)CCO1 (stereo not given)	-2.5%	-2
11	O=C(NCc1cccnc1)C1CC2c3ccccc3C1c1ccccc12 (stereo not given)	2.1%	/
12	Fc1ccc(-c2ccnc3nc(-n4cccc4)nn23)cc1	-2.6%	-3
13	CCCOc1ccc(N/C=C/C(=O)C(C)(C)C)cc1	-0.6%	5
14	Cc1ccc(Nc2nc(=O)[nH]nc2C)cc1	-6.5%	/
15	O=C(Cn1nc(Cc2cccnc2)c2ccccc2c1=O)Nc1cc(F)ccc1F	-2.6%	-8
16	CCOC(=O)C(C(=O)Nc1cccc(C)c1)C1CCCCC1 (stereo not given)	-10%	/
17	Cc1cc(C(=O)COc2ccccc2[N+](=O)[O-])c(C)n1-c1cccc(S(=O)(=O)N2CCOCC2)c1	-1.3%	4
18	NC(=O)c1cnn2c(-c3cccc(C(F)(F)F)c3)ccnc12	-3.3%	-12
19	CCOC(=O)c1c(C)n(C)c2cc(Br)c(OC)cc12	-7.2%	-9
20	CC(C)Oc1ccc(C2(C#N)CC[N+](C)(C)CC2)cc1	1.3%	-4

# Among those listed so far, 2 have an aryl methoxy group:
No.	Compound	GlmU inhibition	RmlCD inh 1536
8	COc1ccc(S(=O)(=O)N(C)C)cc1NS(=O)(=O)c1ccc(F)c(F)c1F	-0.1%	/
19	CCOC(=O)c1c(C)n(C)c2cc(Br)c(OC)cc12	-7.2%	-9

# (next part)
No.	Compound	GlmU inhibition	RmlCD inh 1536
21	Cc1cc(C)n2c(SCC(=O)NC3CCCCC3C)nnc2n1 (stereo not given)	0.7%	-8
22	COCCn1c(Sc2nc(C)cs2)nc2c1c(=O)[nH]c(=O)n2C	3.4%	-8
23	Cc1[nH]c2ccccc2c1Cc1n[nH]c(=S)n1C	-3.8%	/
24	CCCCCN1CSC(=S)N(Cc2ccccc2)C1	2.4%	-10
25	O=C(N/N=C/c1sc(N2CCOCC2)nc1-c1ccccc1)c1ccccc1F	5.3%	-11
26	CCOc1ccc(N2C(=O)c3ccccc3C2O)cc1 (stereo not given)	-5.4%	/
27	CCCn1nnc(NC(=O)c2cc3ccccc3o2)n1	-4.4%	-4
28	O=C(CN1C(=O)CC(c2ccco2)Sc2ccccc21)Nc1ccc2c(c1)OCCO2 (stereo not given)	-4.7%	-4
29	O=C(NCc1cccs1)c1ccc(Cl)s1	1.8%	18
30	CCCCc1nc(N2CCOCC2)c(C#N)c2c1CCCC2	-0.3%	0

# Rewritten with each value named: four of the compounds above
23) Cc1[nH]c2ccccc2c1Cc1n[nH]c(=S)n1C
  GlmU inhibition: -3.8%
  RmlCD inh 1536: /

27) CCCn1nnc(NC(=O)c2cc3ccccc3o2)n1
  GlmU inhibition: -4.4%
  RmlCD inh 1536: -4

24) CCCCCN1CSC(=S)N(Cc2ccccc2)C1
  GlmU inhibition: 2.4%
  RmlCD inh 1536: -10

26) CCOc1ccc(N2C(=O)c3ccccc3C2O)cc1 (stereo not given)
  GlmU inhibition: -5.4%
  RmlCD inh 1536: /

# (listing goes on)
No.	Compound	GlmU inhibition	RmlCD inh 1536
31	CN1C(=O)C(Cl)(Cl)C(=O)c2ccccc21	12%	2
32	COc1cccc(NC(=O)N2CCC3(CC2)OCCO3)c1	-1.6%	-8
33	CC(C)c1ccc(CN2CCC(C(=O)NCc3cccnc3)CC2)cc1	4.5%	3
34	COc1cccc(NC(=O)COC(=O)CCCc2c[nH]c3ccccc23)c1	4.2%	3
35	COc1cc(CNc2ccc3[nH]c(=O)[nH]c3c2)ccc1OCC(=O)NC(C)(C)C	-2.8%	3
36	CCOC(=O)N1CCC(NC(=O)c2sc(-n3cccc3)nc2C)CC1	4.3%	/
37	O=C(c1ccc(Br)o1)N1CCCc2ccccc21	-2.7%	/
38	COc1ccc(-n2c(C)nc3sc4c(c3c2=O)CCC4)cc1	-4.5%	13
39	O=C(NNC1CC(=O)N(c2ccccc2)C1=O)c1ccccc1Cl (stereo not given)	5.1%	4
40	CCOC(=O)C1=C(c2ccccc2)NC(SC)=C(C#N)C1c1cccnc1 (stereo not given)	-5.2%	5
41	Cc1cccc(NC(=S)/N=C(\N)Nc2nc(C)c3ccccc3n2)c1	-2.1%	1
42	COc1ccccc1NC(=S)N/N=C1\CC(C)(C)Oc2ccc(O)cc21	-9.1%	-3
43	CC(C)c1cc(-c2n[nH]c(=S)n2Cc2ccccc2)cs1	0.2%	/
44	Cc1cc(OCC(=O)NCc2ccncc2)ccc1Cl	-4.9%	9
45	COCCCN1CC23C=CC(O2)C(C(=O)O)C3C1=O (stereo not given)	-1.4%	-5
46	COC(=O)C1=C(c2ccc(S(C)(=O)=O)cc2)C[C@@H]2CC[C@H]1N2C(=O)NCC1CC1	3.2%	/
47	COc1ccc2c(c1)CCc1c(C(=O)N(C)c3ccccc3)noc1-2	1.5%	-9
48	Cc1ccc(NC2=CC(=O)CCC2)cc1C	0.0%	-3
49	CCCCOC(=O)CCc1c(C)n[nH]c1C	3.6%	/
50	COc1ccc(CCNC(=O)c2ccc(CS(=O)(=O)c3ccc(Br)cc3)o2)cc1OC	-6.7%	9
51	O=C(NCc1ccccc1)c1noc2c1CCCCC2	6.4%	/
52	Cc1c(C(=O)NCCN2CCOCC2)sc2nc(-c3ccc(F)cc3)cn12	3.5%	/
53	COc1ccc(-c2nc(C#N)c(N3CCCCCC3)o2)cc1OC	-2.0%	-1
54	CCCCC(=O)Nc1cccc(NC(=O)c2cccnc2Cl)c1	-0.7%	9
55	COCCCN1C(=O)C(=O)/C(=C(/O)c2ccc(OCC(C)C)cc2C)C1c1cccnc1 (stereo not given)	2.7%	9
56	CC(C)(C)C1(O)CC(C(F)(F)F)=NN1C(=O)Cc1ccc([N+](=O)[O-])cc1 (stereo not given)	3.1%	-1
57	Cc1onc(-c2ccccc2)c1C(=O)NCC1CCCO1 (stereo not given)	-1.0%	-1
58	COc1ccc(-c2noc(CCC(=O)NCCCN3CCC(C)CC3)n2)cc1	4.3%	6
59	COc1ccccc1Nc1ncnc2nc[nH]c12	-0.2%	/
60	COC(=O)C1CCN(Cc2cn(-c3ccccc3)nc2-c2ccc3c(c2)OCO3)CC1	-1.7%	11
61	Cc1ccc2[nH]c3c(c2c1)CCCC3C(N)=O (stereo not given)	0.5%	4
62	Cc1coc2cc3oc(=O)cc(C)c3cc12	-1.2%	-5
63	COc1ccc(-c2nnn(CCc3nn[nH]n3)n2)cc1	-1.8%	/
64	Cc1c(C(=O)O)[nH]c2c1C(=O)CC(c1ccc(Cl)cc1)C2 (stereo not given)	7.2%	-3
65	Cc1ccccc1OCCC(=O)Nc1ccc(F)c(Cl)c1	-1.2%	-12
66	CCn1c(O)c(N=NC(=O)Cc2csc(N3CCOCC3)n2)c2ccccc21	2.7%	-9
67	Cc1ccc(-n2nc3cc(C)c(N)cc3n2)cc1	1.9%	-4
68	CCOc1ccc(NC(=O)COC(=O)c2c(OC)cccc2OC)cc1	1.2%	1
69	Cc1cccc(N(CC(N)=O)C2SC(=O)NC2=O)c1 (stereo not given)	1.5%	-10
70	CCOC(=O)c1c(C)[nH]c(C)c1C(=O)COC(=O)c1ccc(OC)cc1	-3.5%	-22
71	CCOC(=O)c1cnc(SCC(=O)N2CCc3ccccc32)nc1N	8.1%	-2
72	CCCN(CCC)CCSc1nc(O)c(C(C)C)c(=O)[nH]1	-3.3%	-3
73	CCc1c(C)sc(NC(=O)Cn2nc(C(F)(F)F)c3c2CCCC3)c1C#N	3.8%	/
74	O=C(CN1CCN(C(=O)c2ccco2)CC1)Nc1ccc2c(c1)OCO2	3.6%	/
75	CCO[C@H]1OC(C(=O)N2CCOCC2)=C[C@@H](C2CC2)[C@@H]1CCCO	0.6%	/
76	CC(=O)N1CC[n+]2c(-c3ccc(Cl)cc3Cl)csc21	2.0%	/
77	O=c1[nH]cc(N2CCCCCC2)c(=O)[nH]1	-2.8%	3
78	COc1cccc(Nc2nnc(SCN3C(=O)c4ccccc4C3=O)s2)c1	-3.4%	-9
79	CCOC(=O)c1c(NC(=O)/C=C\C(=O)O)sc(C)c1-c1ccccc1	-4.2%	-15
80	COc1ccc(N(CC(=O)Nc2cccc([N+](=O)[O-])c2C)S(C)(=O)=O)cc1OC	-1.2%	2

# Additional entries.
No.	Compound	GlmU inhibition	RmlCD inh 1536
81	CCCC/C(=N\O)c1c[nH]c2ccccc12	4.1%	-13
82	CC1=[N+]([O-])C(C)(C)C(c2ccc(Br)cc2)=[N+]1[O-]	0.9%	-17
83	CC(=O)Nc1cccc(-c2csc(Nc3ccc(C)cn3)n2)c1	1.1%	?
84	COc1ccc(S(=O)(=O)N2CCCCC2)cc1NC(=O)CN(C)C1CCCCC1	-7.4%	-3
85	O=C(COc1ccc(S(=O)(=O)N2CCCCC2)cc1)N1CCCCCC1	-5.1%	-8
86	CCOC(=O)c1c(C)n(COCCO)c2ccc(O)cc12	4.5%	12
87	CCCn1c(=O)[nH]c(=O)c2c1nc(-c1ccc(OC(F)(F)C(F)C(F)(F)F)cc1)n2CCOC (stereo not given)	-5.3%	-1
88	COc1ccc(/C=C/c2nc3cc(-c4ccccc4)ccc3o2)cc1O	3.4%	5
89	Cc1ccc2cc(CN(CC3CCCO3)S(=O)(=O)c3c(C)ccc4nsnc34)c(=O)[nH]c2c1 (stereo not given)	0.8%	/
90	O=C(NCc1cccnc1)C1CCC(CNS(=O)(=O)c2ccc(Cl)cc2)CC1 (stereo not given)	-2.2%	-7

# Whole records, quoted from the list. Order of screens: GlmU inhibition | RmlCD inh 1536
# COc1ccc(CCNC(=O)c2ccc(CS(=O)(=O)c3ccc(Br)cc3)o2)cc1OC is listed with -6.7% | 9
# COc1ccc(S(=O)(=O)N(C)C)cc1NS(=O)(=O)c1ccc(F)c(F)c1F is listed with -0.1% | /

# The list continues:
No.	Compound	GlmU inhibition	RmlCD inh 1536
91	O=C(CNC(=O)c1ccc(Br)o1)NCc1ccc2c(c1)OCO2	-1.2%	-12
92	O=C(C(=O)N1CC=C(c2ccccc2)CC1)c1c[nH]c2ccccc12	-1.4%	6
93	CCCCNc1cc(=O)n(C)c(=O)[nH]1	-1.3%	7
94	CCN1CCN(c2nc(Nc3ccc(OC)cc3)nc(N)c2[N+](=O)[O-])CC1	5.0%	-9
95	CCCCSc1nnc(NC(=O)CCc2ccccc2)s1	1.5%	/
96	CCC(=O)NNc1cccc(Cl)n1	/	14
97	O=S(=O)(Nc1ccc(-c2nc3cccnc3s2)cc1)c1cccs1	-2.0%	108
98	Nc1ccc(S(=O)(=O)Nc2ccccn2)cc1	-1.5%	/
99	FC(F)Oc1ccc(NC(=S)NCC2COc3ccccc3O2)cc1 (stereo not given)	-2.3%	2
100	O=C(CSc1nc(O)c(-c2ccccc2)c(=O)[nH]1)N1CCOCC1	0.8%	-4
101	CCCCCc1c(O)nc(SCCN(CC)CC)[nH]c1=O	7.5%	-2
102	Cn1cc(S(=O)(=O)N2CCN(c3cccc(C(F)(F)F)c3)CC2)c(=O)n(C)c1=O	2.1%	13
103	COc1ccc2c(c1)O[C@@H](c1cccc(C(F)(F)F)c1)[C@H](OC(=O)Nc1ccc(OC(F)F)cc1)C2=O	-4.6%	/
104	CCCn1c(N)c(NCCN2CCOCC2)c(=O)n(CC(=O)NCc2ccccc2)c1=O	0.8%	7
105	CCN1CCN(CCC(=O)Nc2ccc(Br)cc2)CC1	7.9%	-9
106	COc1ccc(CCC(=O)Nc2nc3ccccc3[nH]2)cc1OC	-3.6%	/
107	COc1ccc(NS(=O)(=O)c2cc(NC(=O)c3ccc(C)s3)ccc2N2CCOCC2)cc1	-1.6%	-1
108	CCCc1[nH]nc2c1C(c1ccccc1OC)C(C#N)=C(N)O2 (stereo not given)	-5.5%	20
109	CCC(=O)N1CCN(c2ccc(Cl)cc2NC(=O)c2cccc([N+](=O)[O-])c2)CC1	-1.1%	-9
110	O=C1c2ccccc2C(Nc2ccccc2)N1c1cccnc1 (stereo not given)	1.4%	3
111	COc1ccc(Br)c(C(=O)Nn2c(C)nc3ccccc3c2=O)c1	3.1%	-6
112	COc1ccc(N2CCN(C(=O)c3ccc4nc(N5CCCCC5)sc4c3)CC2)cc1	0.9%	-6
113	CC(C)Cn1c(C(C)C)nc([N+](=O)[O-])c1Sc1ccc(Cl)cn1	-4.8%	/
114	CCn1c(=O)n(CC)c2cc(S(=O)(=O)Nc3ccccc3C)c(C)cc21	-3.4%	-10
115	CC(Oc1ccccc1)C(=O)N1CCC2(CC1)Oc1ccc(F)cc1C(=O)C21CC(c2ccc(Cl)cc2)=NO1 (stereo not given)	1.5%	/
116	O=C(O)c1ccc(-c2noc(-c3cccc(F)c3)n2)cc1	2.3%	/

# Screens (PubChem)
